# Mtb RmlCD inh: M. tuberculosis RmlC/RmlD coupled enzyme inhibitors, primary screen, biochemical, compound mixtures, 384-well, from 1536-well plates; RmlC+RmlD coupled enzyme assay, percent inhibition; primary screen in compound mixtures; 160,000 tested, 0.03% active; dTDP-4-dehydrorhamnose reductase (Mycobacterium tuberculosis (strain ATCC 25618 / H37Rv)) …; inhibition, % at 3.6 µM; in the data active = inhibition mostly above about 34%, no sharp cut-off; note: some results filed as inactive read as strong as hits
# Target sequence (P9WH09 whole entry, looked up): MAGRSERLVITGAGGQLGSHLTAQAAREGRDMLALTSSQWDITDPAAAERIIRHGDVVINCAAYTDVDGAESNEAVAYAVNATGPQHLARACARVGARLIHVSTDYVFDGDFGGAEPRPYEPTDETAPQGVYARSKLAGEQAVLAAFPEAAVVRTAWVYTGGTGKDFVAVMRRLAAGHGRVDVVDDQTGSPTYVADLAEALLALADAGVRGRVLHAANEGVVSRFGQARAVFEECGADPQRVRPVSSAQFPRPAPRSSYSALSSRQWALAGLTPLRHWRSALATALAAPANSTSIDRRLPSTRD
# Target sequence (P9WH11 whole entry, looked up): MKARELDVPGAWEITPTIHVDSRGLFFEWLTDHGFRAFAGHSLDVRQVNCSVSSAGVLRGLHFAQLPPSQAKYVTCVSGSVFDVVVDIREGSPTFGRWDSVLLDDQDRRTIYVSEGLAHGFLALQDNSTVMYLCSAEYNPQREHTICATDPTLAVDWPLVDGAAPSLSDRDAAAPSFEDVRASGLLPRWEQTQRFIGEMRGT
# M. tuberculosis GlmU: inhibition of mycobacterial GlmU enzyme – biochemical, glucosamine-1-phosphate acetyltransferase (AID 1376) | Bifunctional protein GlmU (Mycobacterium tuberculosis (strain ATCC 25618 / H37Rv)) | M. tuberculosis GlmU acetyltransferase enzyme assay; higher % means a stronger effect | inhibition, %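 (tested at 30 µM in the primary screen)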; hits with a dose series show IC50 in µM | 220,000 tested, 0.25% active; in the data active = inhibition above about 13%;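 note: 0% = complete reaction with vehicle and 100% = reaction without substrate; strong numbers were not always called active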
# Starred values were filed as active, the others as inactive; . = not tested or not shown. An excerpt, so the mix of outcomes need not match the whole.
# Results follow in this order: Mtb RmlCD inh	M. tuberculosis GlmU
- NC(=O)NC(=O)CSc1nc2sc(-c3ccccc3)cc2c(=O)n1-c1ccccc1
 : 2	1.5%
- O=Cc1c(NCc2ccco2)nc2ccccn2c1=O
 : 3	-3.1%
- Cc1cccc(C)c1NC(=O)C(=O)NCCOc1ccc(Cl)cc1
 : 10	2.9%
- CCOC(=O)c1[nH]c(C)c(C(=O)Nc2ccccc2C)c1C
 : 10	4.9%
- O=C(Nc1ccc(O)cc1C(=O)O)c1cccs1
 : -1	-3.2%
- COC(=O)c1ccc(C2C(C(C)=O)=C(O)C(=O)N2CCO)cc1 (stereo not drawn)
 : 24	0.8%
- COc1ccc(C2CC(c3c(-c4ccccc4)c4cc(Cl)ccc4[nH]c3=O)=NN2C(=O)CCC(=O)O)cc1 (stereo not drawn)
 : -7	10%
- COc1ccc2nc(SCC(=O)Nc3ccccc3OC)[nH]c2c1
 : 4	-7.4%
- O=S1(=O)CCC(=Nc2ccc(Cl)cc2)c2ccsc21
 : 13	-4.0%
- Cc1cc(Oc2ccc(C(F)(F)F)cc2[N+](=O)[O-])c2c3c(c(=O)oc2c1)CCC3
 : 24	0.9%
- CN(C(=O)CN1CC=C(c2ccccc2)CC1)c1c(N)n(Cc2ccccc2)c(=O)[nH]c1=O
 : .	0.6%
- O=C(Nc1ccncc1)C1CC1c1ccccc1 (stereo not drawn)
 : .	-6.5%
- COc1ccc(C2=Nc3nc(-c4ccccc4)cn3C(c3ccc(OC)cc3)C2)cc1 (stereo not drawn)
 : .	-4.2%
- CCc1nnc(NC(=O)CSc2nc3cc(OC)c(OC)cc3cc2C)s1
 : 26	2.3%
- Clc1ccc(Cc2nc(-c3cccnc3)no2)cc1
 : .	0.7%
- CN(Cc1ccccc1)C(=O)N[C@@H](Cc1ccccc1)C(=O)O
 : -2	-3.9%
- Cc1ccccc1/[N+]([O-])=C/c1cccs1
 : 5	-3.8%
- CSc1nc(C)c(C(=O)Nc2ccccc2)c(C)c1C#N
 : 11	0.5%
- COCCNC(=O)c1ccccc1NC(=O)Nc1ccccc1
 : .	-1.6%
- CCOc1cc2[nH]c(=S)n(CCN3CCCCC3CC)c(=O)c2cc1OCC (stereo not drawn)
 : 10	-0.3%

# (more compounds)
# Results follow in this order: Mtb RmlCD inh	M. tuberculosis GlmU
- CC(=O)N1CCN(Cc2nc3cc(NC(=O)c4ccc(Cl)cc4)ccc3n2C)CC1
 : 1	-1.5%
- O=C(Nc1ccc(N2CCN(C(=O)c3ccccc3)CC2)c(Cl)c1)c1cccnc1
 : -1	1.5%
- OC(COc1ccc(OCc2ccccc2)cc1)CN1CCOCC1 (stereo not drawn)
 : -8	3.3%
- Cc1occc1C(=O)N1N=C(C2CC2)CC1(O)C(F)(F)F (stereo not drawn)
 : -10	-1.8%
- COc1ccc(C2NCCC3(O)CCCCC23)c(OC)c1OC (stereo not drawn)
 : -4	-1.8%
- O=S1(=O)C=C(SCCN2CCCCC2)c2ccccc21
 : .	-5.0%
- COc1ccc(N2C(=O)CC(NNC(=O)c3cc(C)oc3C)C2=O)cc1 (stereo not drawn)
 : 3	3.3%
- Cc1ccc(OCc2ccc(C(=O)NN)o2)c([N+](=O)[O-])c1
 : -12	2.6%
- Cc1cc(SCC#N)n2nc(C)c(-c3ccccc3)c2n1
 : 11	3.6%
- O=C(c1ccc(F)cc1)N1CCCCC(Sc2nnc3ccccn23)C1=O (stereo not drawn)
 : -10	2.9%
- CCn1c(SCc2nc3ccccc3c(=O)[nH]2)nc2ccccc2c1=O
 : .	7.9%
- O=c1cc(CSc2ccc(Cl)cc2)[nH]c2[nH]n(-c3ccccc3)c(=O)c12
 : -13	4.4%
- COc1ccc(CC(=O)N2CCNC2=O)cc1
 : .	1.6%
- O=C(CN(c1cccc(Cl)c1)S(=O)(=O)c1ccccc1)NN=C1CCCC1
 : -9	-3.5%
- CC(C)NC(=O)C(=O)N/N=C/c1ccco1
 : .	-1.5%
- C/C(=N\NS(=O)(=O)c1ccc(C)c([N+](=O)[O-])c1)c1cccs1
 : 12	-1.1%
- COc1ccccc1NC(=O)c1c(C)cc(=O)oc1C
 : 10	-2.4%
- COc1ccc(-n2c(Cc3cccn3C)nnc2SCC(=O)NCCc2ccccc2)cc1
 : -3	-4.3%
- C=CCn1c(SCC(=O)Nc2sccc2C(N)=O)nc2sc(CC)cc2c1=O
 : -4	-0.5%
- CC(C)CCN1CCN(Cc2cc(F)ccc2-n2cccn2)CC1CCO (stereo not drawn)
 : -10	0.0%

# Additional results.
# Results follow in this order: Mtb RmlCD inh	M. tuberculosis GlmU
- COCCNC(=O)c1csc2c1CCCC2
 : .	-1.9%
- CC(CCc1ccccc1)NC(=O)N1CCOCC1 (stereo not drawn)
 : -38	2.9%
- C/C(=C\C(=O)O)C12CC3CC(CC(C3)C1)C2
 : -11	-4.1%
- COc1ccc(CCNC(=O)c2cc(-c3cc(Cl)cc(Cl)c3)oc2C)cc1
 : .	-1.4%
- CCOC(=O)c1c(-c2ccc(C)o2)csc1NC(=O)CN1CCOCC1
 : -7	0.1%
- O=C(Nc1ccc(O)c2c(=O)cc(-c3cccc(Cl)c3)oc12)c1cccc(Cl)c1
 : .	4.1%
- COCCCn1c(=O)c2ccccc2c2ccccc2c1=O
 : -10	-7.2%
- O=C(NCCc1ccccc1)C1CCN(S(=O)(=O)c2ccccc2)CC1
 : 62	-3.4%
- CCOC(=O)C1CCCN(Cc2cc(OC)c(O)c(OC)c2)C1 (stereo not drawn)
 : .	-4.0%
- Cc1ccc(NC(=O)NCc2ccncc2)cc1Cl
 : 4	-3.0%
- Cn1c2ccccc2c2cc(C(=O)NNC(=O)CCl)sc21
 : -10	-0.2%
- COc1ccc(C(=O)NCCn2cc(SCC(=O)NCc3ccco3)c3ccccc32)cc1
 : 13	-0.2%
- CC(=O)N(CN1C(=O)c2ccc([N+](=O)[O-])cc2C1=O)c1cccc(C(=O)O)c1
 : -5	-7.2%
- CCOc1ccccc1NC(=O)COc1cccc(-n2cnnn2)c1
 : -10	5.0%
- Oc1c(CN2CCOCC2)ccc2ccccc12
 : 8	-3.7%
- CC1(C)NC(=O)[C@H]2CCCN21
 : .	0.5%
- O=C(Cn1nc(-c2ccccc2)ccc1=O)NCCCN1CCOCC1
 : 4	2.5%
- Cc1ccc(C(=O)O)cc1-c1ccc(/C=C2/NC(=O)N(c3ccccc3)C2=O)o1
 : 5	.
- CCCCN(CCNP(=O)(OCC)OCC)CP(=O)(OCC)OCC
 : .	-2.8%
- CCOC(=O)C(=O)N1CCC(Cc2ccccc2)CC1
 : .	2.4%

# (more compounds)
# Results follow in this order: Mtb RmlCD inh	M. tuberculosis GlmU
- C=CCN1C(=O)C(O)(CC(=O)c2ccccc2)c2ccccc21 (stereo not drawn)
 : 2	-0.6%
- O=C1NCCN(Cc2ccc(F)cc2)C1CC(=O)N1CC=C(c2ccccc2)CC1 (stereo not drawn)
 : 18	-2.6%
- COc1ccc(OC)c(NC(=O)c2ccc(OC3CSC3)cc2)c1
 : 3	-3.1%
- COc1ccc(N2CC2c2ccncc2)cc1 (stereo not drawn)
 : -8	0.4%
- COC(=O)NNC(=O)c1ccc(C)cc1
 : -1	2.8%
- Cc1ccc(NC2=NCC(=O)N2Cc2ccccc2)c(C)c1
 : .	-7.3%
- COc1ccc(C=Nc2cccc3ncccc23)cc1
 : 19	-6.1%
- COc1cc(C2Nc3ccc4ncccc4c3C3=C2C(=O)CC(C)(C)C3)cc(OC)c1O (stereo not drawn)
 : 7	0.2%
- Cc1ccc(Cl)c2c1=NC(=O)C=2c1[nH]c(=S)[nH]c1O
 : -9	-0.1%
- O=C(CCSCc1ccccc1F)NCCc1ccccc1
 : 7	3.1%
- N#Cc1c(N)n(CCOC(=O)c2cccc([N+](=O)[O-])c2)c2nc3ccccc3nc12
 : .	5.6%
- Cc1ccc(OCCNS(=O)(=O)c2cccs2)cc1
 : 12	-3.9%
- c1ccc(Cn2nnnc2CN2CCCC2)cc1
 : -4	-0.3%
- COc1ccc(CC(=O)Nc2ccc(-c3nnc(-c4ccc(C)cc4)o3)cc2)cc1
 : -9	.
- CN(C)CCn1c(=S)[nH]c2ccc(Cl)cc2c1=O
 : -14	-0.5%
- COc1ccc(C(=O)Nc2cccc(C)c2)cc1S(=O)(=O)N1CCOCC1
 : .	6.2%
- CCCCP(=O)(CCCC)Cc1ccccc1
 : -9	-0.7%
- Cc1ccccc1NC(=O)C1CCCN(S(=O)(=O)c2cccc3cccnc23)C1 (stereo not drawn)
 : -10	-1.3%
- Cc1cccc(S(=O)(=O)N/N=c2\sc3ccccc3n2C)c1
 : .	5.4%
- COc1ccccc1-n1c(-c2cccnc2)n[nH]c1=S
 : 14	3.5%

# Further entries:
# Results follow in this order: Mtb RmlCD inh	M. tuberculosis GlmU
- COc1ccccc1Cn1cccc1C=O
 : 22	0.8%
- COCCCn1c(SCC(=O)Nc2ccc(C(=O)OC)cc2)nc2ccccc2c1=O
 : 13	.
- COc1ccc(C)cc1NC(=O)Nc1cccc(C)c1
 : .	0.3%
- C/C(=N/NS(=O)(=O)c1ccccc1)c1ccc(Cl)cc1
 : -4	-6.1%
- CCCCCn1c(NCc2ccco2)nc2ccccc21
 : -6	-6.0%
- COc1ccccc1-c1ccc(SCc2ccc([N+](=O)[O-])cc2)nn1
 : -5	-1.0%
- COc1ccc2nc(CC(C)(C)CC(=O)O)c[n+]([O-])c2c1
 : 3	3.3%
- COc1ccc(Cl)cc1NC(=O)CSc1nc(N2CCCCC2)nc(N2CCCCC2)n1
 : .	-0.5%
- COC(=O)C1=C(C)NC(=O)CC1c1cccc(Cl)c1Cl (stereo not drawn)
 : .	-3.3%
- N#Cc1cc2c(nc1Cl)CCCC2
 : 0	-0.5%
- CN(Cc1ccccc1)S(=O)(=O)c1ccc(OCC(=O)N2CCOCC2)cc1
 : .	1.9%
- CN1CCN(C(=O)c2c(NC(=O)c3ccco3)sc3c2CCC(C(C)(C)C)C3)CC1 (stereo not drawn)
 : .	-0.4%
- CC(C)=CC(=O)OCC(=O)NC1CCCc2ccccc21 (stereo not drawn)
 : 1	4.8%
- O=C(CS(=O)(=O)c1ccc(Cl)cc1)NCCS(=O)(=O)c1ccc(Cl)cc1
 : 7	8.2%
- CCc1c(C)c(C#N)c2nc3ccccc3n2c1NCc1ccccn1
 : 14	2.7%
- COc1ccc(NC(=O)c2ccc(CN(c3cc(Cl)ccc3C)S(=O)(=O)c3ccccc3)cc2)cc1OC
 : -45	-1.0%
- CC1CN(CCCCOc2ccc3ccccc3c2)CC(C)O1 (stereo not drawn)
 : 8	3.1%
- O=C(O)c1ccc(N=NN2CCOCC2)cc1
 : .	0.5%
- CCN(CCCCN1C(=O)c2ccccc2C1=O)c1ccc2c(c1)C(=O)N(C)C2=O
 : 14	-3.3%
- CC1(CC(=O)O)SC(=O)NC1=O (stereo not drawn)
 : 1	-1.2%

# Next records
# Results follow in this order: Mtb RmlCD inh	M. tuberculosis GlmU
- COc1ccc(-n2cc(-c3ccccc3)nc2SC)cc1
 : .	-4.0%
- COCCNC(=S)N/N=C(\C)c1ccc(C)c([N+](=O)[O-])c1
 : .	-0.8%
- Cc1ccc2c(c1)-c1cc(C)nn1C(c1sccc1C)N2 (stereo not drawn)
 : .	1.7%
- O=C(N/N=C/c1cc2c(cc1Br)OCO2)c1ccccn1
 : 1	5.1%
- O=C(NC(=S)Nc1ccc(S(=O)(=O)NC2CCCCC2)cc1)c1cccs1
 : 10	-1.2%
- Cc1ccc2c(c1)sc1nc(=O)n(-c3ccc(Cl)c(Cl)c3)c(=O)n12
 : 5	-5.3%
- Cn1cccc1Cc1nnc(SCC(=O)N2CCCCCC2)n1CCc1ccccc1
 : -9	-5.2%
- CN1CCN(C2=Cc3ccc(Cl)cc3Sc3ccc(F)cc32)CC1
 : .	-3.8%
- C=CCOc1ccc(Br)cc1CNC(C)(C)CO
 : -8	2.7%
- CCSc1nnc(NC(=O)[C@@H](NC(=O)c2cccc(C)c2)C(C)C)s1
 : 54	-0.7%
- CCOC(=O)c1sc2nc(SC)nc(-c3ccccc3)c2c1N
 : 14	-0.3%
- COc1ccc(/C=C(/C(=O)Nc2ccccc2C(=O)NC(C)C)c2ccccc2)cc1
 : .	4.5%
- CC(=O)C1=C(C)NC2=C(C(=O)c3ccccc32)C1c1ccccc1 (stereo not drawn)
 : 4	-3.2%
- CCCCCSc1nnc2c(n1)OC(c1cccn1C)N(C(C)=O)c1ccccc1-2 (stereo not drawn)
 : .	7.2%
- CCN(Cc1ccccc1)C(=O)CCCOc1ccccc1
 : .	3.5%
- Cc1ncc([N+](=O)[O-])n1CC(=O)N/N=C/c1ccccc1F
 : .	-5.4%
- Cc1cc(C)nc(N2CCC(C(=O)NCC3CCCCC3)CC2)n1
 : 101	1.8%
- C#CCOc1ccc(/C=N/NC(=O)c2cccnc2)cc1OCC
 : .	-1.6%
- Cc1ccc(C)c(NC2=C(Cl)C(=O)OC2OC(=O)c2ccco2)c1 (stereo not drawn)
 : .	2.4%
- CCCc1noc(-c2ccc(-c3ccccc3)cc2)n1
 : 13	5.1%
- Cc1ccc(C)c(NC(=O)C2C(c3ccccc3)C2(Cl)Cl)c1 (stereo not drawn)
 : -8	1.9%

# Compound profiles, as listed above. Order of values: Mtb RmlCD inh | M. tuberculosis GlmU
# Results for CN1CCN(C2=Cc3ccc(Cl)cc3Sc3ccc(F)cc32)CC1 = . | -3.8%
# Results for CCSc1nnc(NC(=O)[C@@H](NC(=O)c2cccc(C)c2)C(C)C)s1 = 54 | -0.7%
# Results for CCCCCSc1nnc2c(n1)OC(c1cccn1C)N(C(C)=O)c1ccccc1-2 (stereo not drawn) = . | 7.2%
# Results for CC(=O)C1=C(C)NC2=C(C(=O)c3ccccc32)C1c1ccccc1 (stereo not drawn) = 4 | -3.2%

# High-throughput results deposited in PubChem BioAssay by several laboratories.
